# All columns: NCI-60 one-dose screen, growth in % after 48 h at 10 µM unless noted; 100 = growth as untreated, 0 = no growth, -100 = all killed.
# OVCAR-4 – OVCAR-4 ovarian cancer cells; 3.7% of 80,000 active; AID 1794784
# COLO 205 – COLO 205 colon cancer; 7.3% of 79,000 active; AID 1794742
# SK-OV-3 – SK-OV-3 ovarian cancer cells; 3.2% of 80,000 active; AID 1794785
# IGROV1 – IGROV1 ovarian cancer | 4.7% of 79,000 active
# HT29 – HT29 colon cancer; 7.4% of 81,000 active
# HCT-15 – HCT-15 colon cancer; 5.2% of 82,000 active; AID 1794746
# SW-620 – SW-620 colon cancer | 5.2% of 82,000 active
# HCT-116 – HCT-116 colon cancer | 7.3% of 82,000 active | AID 1794798
# KM12 – KM12 colon cancer cells. 5% of 82,000 active
# Numbers without * were called inactive; / = no result given; & = joins results of further samples. How the source made its calls: active means growth percent below 10; inactive means the rest.
no.	compound	OVCAR-4	COLO 205	SK-OV-3	IGROV1	HT29	HCT-15	SW-620	HCT-116	KM12
1	CC1(C)C=Cc2c(ccc3c2N(O)C(=O)[C@]32C[C@@]34NC(=O)[C@]5(CCCN5C3=O)C[C@@H]4C2(C)C)O1	102	101	98	90	96	103	108	107	101
2	COc1ccc2oc3c(c4c(c5c6ccccc6n(C)c35)C(=O)NC4=O)c2c1	105	105	101	94	100	101	97	103	97
3	CC1(C)CC[C@]2(C(=O)O)CC[C@]3(C)C(=CCC4[C@@]5(C)C[C@@H](O)[C@@H]6OC(c7ccccc7Br)OC[C@@]6(C)C5CC[C@]43C)C2C1 (stereo not given in full)	33	-37*	40	35	13	9.0*	20	6.9*	17
4	Cc1nn(-c2ccccc2)c(Cl)c1/C=N/NC(=O)Cn1c(=O)sc2ccccc21	106	109	96	95	101	109	101	99	101
5	COc1ccc2[nH]cc(-c3nn4cc(-c5cccnc5)nc4s3)c2c1	102	109	97	95	102	97	100	102	92
6	CC(C)N1C(=O)c2c(F)c(F)c(F)c(F)c2C1=O	101	111	100	98	102	94	96	85	110
7	COC(=O)c1nn(-c2ccccc2)c2cnc3nc(-c4ccccc4)cc-3n12	93	112	118	/	118	102	96	96	109
8	N#C/C(=C\c1ccc(Cl)cc1Cl)C(N)=O	107	117	107	102	106	88	88	74	103

# (continued)
no.	compound	OVCAR-4	COLO 205	SK-OV-3	IGROV1	HT29	HCT-15	SW-620	HCT-116	KM12
9	CC(=O)Oc1ccc(I)cc1C(=O)O	109	96	88	103	96	100	90	99	104
10	Cc1[nH]n(-c2ccccc2)c2nc3nncc3c(-c3ccc(Cl)cc3)c12	107	111	105	124	80	94	93	94	97
11	Cc1ccc(NC2C(=O)NC(=O)NC2=O)cc1	126	99&105	109&106	104&107	113&111	101&110	103&110	105&103	104&102
12	N#Cc1c(N)nnn1Cc1cc(=O)oc2ccc3ccccc3c12	93	84	80	93	88	91	81	85	99
13	C[n+]1ccc(/C=C/c2ccc(Cl)c(Cl)c2)cc1	97	88	96	113	99	/	88	99	72
14	CCOC(=O)C1=C(C)OC(N)=C(C#N)C1c1cc(=O)oc2ccc(C)cc12 (stereo not given)	118	111	113	98	106	86	94	72	92
15	Cc1c(F)cc(C(N)=O)cc1NCC(=O)Nc1ccc([N+](=O)[O-])cc1	68	105	106	80	105	94	93	100	99
16	O=C1c2ccccc2-c2ccc(NC(=O)C(F)(F)F)cc21	100	104	106	100	103	99	107	102	88

# (next part)
no.	compound	OVCAR-4	COLO 205	SK-OV-3	IGROV1	HT29	HCT-15	SW-620	HCT-116	KM12
17	O=C(CN1C(=O)S/C(=C\c2ccccc2)C1=O)Nc1ncc(Cc2ccc(Cl)cc2)s1	92	108	102	97	100	101	91	76	101
18	Cc1cc(Cl)cc2c1OCN(Cc1ccccc1)C2	110	113	98	95	94	98	99	101	108
19	CCCCCCCCCCn1cc[n+](C)c1	23	8.8*	45	/	12	82	44	18	14
20	Nc1ccc2c(O)c(N=Nc3ccc([N+](=O)[O-])cc3)c(S(=O)(=O)O)cc2c1	107	96	97	100	104	94	100	91	98
21	Cc1ccc(-c2cc(C(=O)N3CCC(Cc4ccccc4)CC3)nn2-c2ccc(S(C)(=O)=O)cc2)cc1	86	122	102	98	103	83	110	92	102
22	CCOC(=O)C(=Cn1c(=S)[nH]c2ccc([N+](=O)[O-])cc21)C(=O)OCC	103	101	100	106	110	106	97	111	102
23	O=C(Nc1cccc2ccccc12)c1ccc(/C=C/C(=O)c2ncc[nH]2)cc1	83	88	113	81	23	46	48	80	44
24	Cc1ccc(-n2nc3c(c(C#N)c2=O)CC(c2ccccc2[N+](=O)[O-])C([N+](=O)[O-])=C3O)cc1 (stereo not given)	75	101	/	86	113	84	89	87	82

# Further compounds follow.
no.	compound	OVCAR-4	COLO 205	SK-OV-3	IGROV1	HT29	HCT-15	SW-620	HCT-116	KM12
25	O=C(Cn1cc(CN2C(=O)c3ccc([N+](=O)[O-])cc3C2=O)nn1)Nc1ccc(Cl)cc1Cl	102	110	90	106	110	99	100	102	104
26	O=C(c1ccc(CSc2ccc(Cl)cc2)o1)N1CCOCC1	96	105	101	96	98	100	97	90	106
27	CC(C)(CO)c1ccccc1	107	112	100	103	112	88	106	98	102
28	CCOc1ccc(N=Nc2ccccc2)cc1	95	112	97	109	98	101	99	103	96
29	COc1cc2nc(Cl)nc(Nc3cccc(C(=O)/C=C/c4ccc(F)cc4)c3)c2cc1OC	65	89	106	51	16	-4.4*	2.2*	-41*	28
30	CCCC(C)C(O)C(C)C (stereo not given)	107	99	99	105	97	102	105	101	112
31	COC(=O)COC(=O)c1cc([N+](=O)[O-])cc([N+](=O)[O-])c1	111	104	87	107	95	103	98	87	103
32	CC(=O)OC[C@]12CCC(C)(C)C=C1[C@H]1CC[C@@H]3[C@@]4(C)CCCNC(C)(C)[C@@H]4CC[C@@]3(C)[C@]1(C)CC2	42	1.0*	90	44	32	90	50	34	25

# Remaining list, next part:
no.	compound	OVCAR-4	COLO 205	SK-OV-3	IGROV1	HT29	HCT-15	SW-620	HCT-116	KM12
33	Fc1cccc(C2CC(c3ccccc3Cl)=NN2c2ccc(-c3ccccc3)nn2)c1 (stereo not given)	83	106	88	66	85	101	91	86	97
34	O=c1c2sc3ncc(Br)cc3c2ncn1-c1cccc(Cl)c1	-26*	86	68	84	72	89	59	27	72
35	COc1cccc(C2=NN3C(C2)c2cc(Br)cc(OC)c2OC32CCN(Cc3ccccc3)CC2)c1 (stereo not given)	91	107	106	99	108	101	96	114	103
36	Brc1ccc2[nH]cc(-c3nc(-c4ccsc4)cs3)c2c1	107	101	93	87	91	80	97	77	93
37	CCCCCCCCCCCCCCCCCC(=O)OCCCCCCCCCCCCC	113	121	114	106	103	108	117	111	105
38	CC1(C)CC(=O)C(Cn2cnc3ccccc32)C(=O)C1	107	114	104	103	106	102	111	105	104
39	O=C1/C(=C/c2coc3ccccc3c2=O)N=C(c2ccccc2)N1c1ccc(S(=O)(=O)Nc2nccs2)cc1	86	120	102	95	113	87	98	96	104
40	COc1c(F)ccc(C(=O)Nc2ccc3nc(NC(=O)C4CCCN(S(=O)(=O)c5ccc(C(F)(F)F)cc5)C4)sc3c2)c1F (stereo not given)	69	84	103	71	79	86	95	63	75

# Remaining list, next part
no.	compound	OVCAR-4	COLO 205	SK-OV-3	IGROV1	HT29	HCT-15	SW-620	HCT-116	KM12
41	CC(=O)c1ccc(O)c(O)c1O	109	125	118	114	109	103	106	108	110
42	Fc1ccc(Nc2csc(Nc3cnccn3)n2)cc1	104	114	102	95	102	87	91	98	91
43	O=C1c2cccc3c(-c4ccccc4F)ccc(c23)C(=O)N1c1nc2ccccc2s1	84	72	95	72	100	45	98	61	78
44	CCOC(=O)/C(=C\c1cn(C(C)=O)c2ccccc12)P(C)(=O)OCC (stereo not given)	85	113	101	79	112	100	98	96	100
45	c1ccc2c(c1)ccc1cc3cc4oc5ccccc5c4nc3nc12	96	111	94	64	95	94	104	96	98
46	Cn1cc(-c2cc3ncnc(Nc4ccc(CC(=O)Nc5cc(C(C)(C)C)nn5C)cc4)c3s2)cn1	28	53	29	29	50	55	63	39	17
47	COc1cccc(-c2nc3sccn3c2-c2ccnc(NCCNS(=O)(=O)c3ccccc3)n2)c1	57	34	80	63	34	43	106	50	53
48	O=C(c1sc(-c2cccc(C(F)(F)F)c2)cc1O)N1CCOCC1	105	99	93	95	93	87	99	92	89

# Complete entries from above. Order of screens: OVCAR-4 | COLO 205 | SK-OV-3 | IGROV1 | HT29 | HCT-15 | SW-620 | HCT-116 | KM12
# `O=C(c1sc(-c2cccc(C(F)(F)F)c2)cc1O)N1CCOCC1` in the list: 105 | 99 | 93 | 95 | 93 | 87 | 99 | 92 | 89
# `CCOC(=O)/C(=C\c1cn(C(C)=O)c2ccccc12)P(C)(=O)OCC` (stereo not given) in the list: 85 | 113 | 101 | 79 | 112 | 100 | 98 | 96 | 100
# `Fc1ccc(Nc2csc(Nc3cnccn3)n2)cc1` in the list: 104 | 114 | 102 | 95 | 102 | 87 | 91 | 98 | 91
# `O=C1c2cccc3c(-c4ccccc4F)ccc(c23)C(=O)N1c1nc2ccccc2s1` in the list: 84 | 72 | 95 | 72 | 100 | 45 | 98 | 61 | 78
# `CC(=O)c1ccc(O)c(O)c1O` in the list: 109 | 125 | 118 | 114 | 109 | 103 | 106 | 108 | 110

# 7 structures already listed, arranged by formula weight, highest first:
no.	compound	OVCAR-4	COLO 205	SK-OV-3	IGROV1	HT29	HCT-15	SW-620	HCT-116	KM12
40	COc1c(F)ccc(C(=O)Nc2ccc3nc(NC(=O)C4CCCN(S(=O)(=O)c5ccc(C(F)(F)F)cc5)C4)sc3c2)c1F (stereo not given)	69	84	103	71	79	86	95	63	75
39	O=C1/C(=C/c2coc3ccccc3c2=O)N=C(c2ccccc2)N1c1ccc(S(=O)(=O)Nc2nccs2)cc1	86	120	102	95	113	87	98	96	104
47	COc1cccc(-c2nc3sccn3c2-c2ccnc(NCCNS(=O)(=O)c3ccccc3)n2)c1	57	34	80	63	34	43	106	50	53
46	Cn1cc(-c2cc3ncnc(Nc4ccc(CC(=O)Nc5cc(C(C)(C)C)nn5C)cc4)c3s2)cn1	28	53	29	29	50	55	63	39	17
48	O=C(c1sc(-c2cccc(C(F)(F)F)c2)cc1O)N1CCOCC1	105	99	93	95	93	87	99	92	89
45	c1ccc2c(c1)ccc1cc3cc4oc5ccccc5c4nc3nc12	96	111	94	64	95	94	104	96	98
42	Fc1ccc(Nc2csc(Nc3cnccn3)n2)cc1	104	114	102	95	102	87	91	98	91

# The list goes on.
cpd	Compound	OVCAR-4	COLO 205	SK-OV-3	IGROV1	HT29	HCT-15	SW-620	HCT-116	KM12
49	N#Cc1nc(CC(=O)c2ccc(Cl)c(Cl)c2)c(CC(=O)c2ccc(Cl)c(Cl)c2)nc1C#N	102	136	105	98	114	100	96	103	107
50	C[n+]1ccncc1	110	90	118	102	108	104	87	92	99
51	CN(C)Cc1c(-c2ccccc2)oc(-c2ccccc2)c1Cl	106	107	104	88	99	103	95	99	68
52	N#Cc1c(-c2ccccc2)cc(-c2ccccc2)n(CCCCC(=O)O)c1=O	115	108	136	102	100	71	91	93	80
53	CSC(=S)N/N=C/c1cn(-c2ccccc2)nc1-c1cc2ccccc2oc1=O	62	93	93	49	69	31	51	31	45
54	CC(C)=CCC[C@](C)(O)[C@H]1CC[C@]2(C)[C@@H]1CC[C@@H]1[C@@]3(C)C/C(=C/c4ccco4)C(=O)C(C)(C)[C@@H]3CC[C@]12C	106	110	109	107	111	110	99	97	106
55	O=C(Nc1cccnc1Nc1ccccc1)c1cn(Cc2ccc(F)cc2)nn1	95	137	121	112	109	96	106	110	95
56	CC(Oc1c(Cl)cc(Cl)cc1Cl)C(=O)O (stereo not given)	107	104	108	111	106	107	100	100	110
57	CN1C(=O)C(C2=NN(c3ccccc3)C(c3ccc(F)cc3)C2)C(=O)N(C)C1=O (stereo not given)	122	114	108	112	111	109	111	107	101
58	Oc1ccc(CCCCCCc2ccc(O)cc2)cc1	50	103	72	60	84	74	58	67	59
59	O=C(O)CCSc1nc2ccccc2s1	104	111	109	110	103	101	103	96	105
60	O=C(NN1C(=O)/C(=C/C=C/c2ccc([N+](=O)[O-])o2)SC1=S)c1ccc(O)cc1	-100*	-95*	-99*	-96*	-68*	-73*	-69*	-85*	-95*
61	Cc1ccc(S(=O)(=O)N(C)c2ccccc2)cc1	105&90	112&108	103&101	91&115	100&100	100&100	104&104	96&96	99&106
62	Cn1c2ccccc2c2nn(C(=O)c3ccccc3)c(=O)nc21	125	118	116	101	105	101	100	109	106
63	CC(=O)OCCCCN1C=C/C(=C\C(=O)n2ccc3ccccc32)c2ccccc21	86	108	98	83	113	101	98	103	98
64	CC(C)(C)SC(=S)SCC(=O)c1ccc(Cl)cc1	106	117	104	85	96	99	110	104	93
65	CCn1c(-c2ccc(-c3nc4ccc(C)cc4[nH]3)cc2)n[nH]c1=S	90	115	/	88	93	94	106	74	88
66	CSc1ccc(Nc2ncnc(N)n2)cc1	104	104	84	107	104	101	102	89	101
67	Cc1cs/c(=N\NC(=O)c2cc(-c3cc4ccccc4o3)nn2-c2ccccc2)n1-c1ccccc1	82	98	91	2.3*	94	97	93	83	99
68	COc1ccc2[nH]cc(C3(c4c[nH]c5ccc(OC)cc45)C(=O)Nc4ccc(F)cc43)c2c1	87	73	94	74	68	87	26	69	51

# Source: PubChem (NCI)
